# Screening results as filed in PubChem BioAssay.
# MPTP inh: permeability transition pore inhibition; isolated mouse mitochondria, Ca2+ swelling absorbance, 30 min; inhibition, % at 10 µM; 1.4% of 360,000 active; AID 602449;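 active means inhibition of 50% or more, scaled per plate between neutral and stimulator controls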;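 further: 0% = DMSO wells given calcium and 100% = 1 mM EGTA wells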
# hIAP act: increases human intestinal alkaline phosphatase activity | activation factor at 10 µM | AID 2524 | purified human IAP, CDP-Star luminescence, 30 min; active compounds read high; 1 = vehicle-only enzyme, 0 = enzyme-free background | P09923 | 0.16% of 330,000 active;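 active means activation factor of the enzyme at least 2-fold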; further: the source names both 10 and 20 µM as test concentration; values of inactives mirror those of a sister screen read the other way
# PfGluPho inh: PfG6PD (Plasmodium falciparum) enzyme inhibition; PfGluPho enzyme, NADPH resazurin-diaphorase fluorescence; inhibition, % at 20 µM; 0.78% of 350,000 active; AID 504690;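 active means inhibition reaching at least a set limit at 20 µM in the primary screen, cut at about 59% in these data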;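 further: 0% = DMSO wells with substrate and 100% = DMSO wells lacking glucose-6-phosphate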
# SENP1 FRET inh: blocks the human SENP1 SUMO protease catalytic domain; 0.21% of 360,000 active; recombinant SENP1 catalytic domain, CyPet-SUMO1-YPet FRET cleavage; AID 624204; inhibition, % at 10 µM; Q9P0U3;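 active means inhibition at least 30% at 10 µM, raw YFP signal under a set limit, fluorescence ratio 0.5 to 1.5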;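 further: 0% = enzyme with DMSO and 100% = no enzyme wells; some results filed as inactive read as strong as hits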
#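 Test system: human SENP1 catalytic domain; medium: Tris pH 8 buffer plus EDTA, NaCl, BME, BSA, NP40, catalase; incubation: 50 min reaction at room temperature; technique: FRET, CFP and YFP emission; controls: no-enzyme low control and enzyme-plus-DMSO high control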
# ATG4B inh: ATG4B (human) cysteine protease inhibition; Q9Y4P1; ATG4B cleavage of LC3-PLA2, NBD-HPC fluorescence, 1 h; inhibition, % at 8.33 µM; 0.51% of 340,000 active; in the data active means inhibition above about 40%
# Target sequence (Q9Y4P1 whole entry, looked up): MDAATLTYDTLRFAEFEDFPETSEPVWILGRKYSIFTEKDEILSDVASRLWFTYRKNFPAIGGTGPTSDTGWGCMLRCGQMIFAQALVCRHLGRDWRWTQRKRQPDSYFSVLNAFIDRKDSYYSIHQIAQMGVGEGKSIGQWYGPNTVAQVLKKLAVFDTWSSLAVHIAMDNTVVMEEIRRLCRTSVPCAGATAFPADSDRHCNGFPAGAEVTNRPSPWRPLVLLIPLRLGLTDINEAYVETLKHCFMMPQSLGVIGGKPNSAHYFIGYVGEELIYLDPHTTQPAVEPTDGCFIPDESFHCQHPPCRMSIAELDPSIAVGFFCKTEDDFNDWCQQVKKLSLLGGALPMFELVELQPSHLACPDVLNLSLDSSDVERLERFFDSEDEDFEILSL
# NR3A LBD binder: NR3A (human) ligand-binding domain modulation; Tm shift relative to glycine control, % at 25 µM; AID 1259313; NR3A LBD differential scanning fluorimetry, Tm shift; 0% = protein alone, 100% = glycine-bound protein; 2.5% of 340,000 active;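 active means melting temperature shift of at least 10% of the positive control shift, at one fixed dose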
# SENP8 block: inhibitors of human SENP8 protease; Q96LD8; recombinant SENP8, Nedd8 substrate fluorescence; inhibition, % at 20 µM; 0.64% of 360,000 active; in the data active means inhibition mostly above about 40%, no sharp cut-off; inactive means mostly below about 27%
# SENP6 inh: inhibitors of human SENP6 protease; Q9GZR1; 1.8% of 330,000 active; Recombinant SENP6 catalytic domain, aminoluciferin luminescence; inhibition, % at 10 µM; AID 2599;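 active means inhibition above about 50% at the single tested dose, limit read from the data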;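 further: plate controls were DMSO wells with enzyme for no effect and DMSO wells lacking enzyme for full effect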
# Target sequence (Q9GZR1 628-1112 limits assumed): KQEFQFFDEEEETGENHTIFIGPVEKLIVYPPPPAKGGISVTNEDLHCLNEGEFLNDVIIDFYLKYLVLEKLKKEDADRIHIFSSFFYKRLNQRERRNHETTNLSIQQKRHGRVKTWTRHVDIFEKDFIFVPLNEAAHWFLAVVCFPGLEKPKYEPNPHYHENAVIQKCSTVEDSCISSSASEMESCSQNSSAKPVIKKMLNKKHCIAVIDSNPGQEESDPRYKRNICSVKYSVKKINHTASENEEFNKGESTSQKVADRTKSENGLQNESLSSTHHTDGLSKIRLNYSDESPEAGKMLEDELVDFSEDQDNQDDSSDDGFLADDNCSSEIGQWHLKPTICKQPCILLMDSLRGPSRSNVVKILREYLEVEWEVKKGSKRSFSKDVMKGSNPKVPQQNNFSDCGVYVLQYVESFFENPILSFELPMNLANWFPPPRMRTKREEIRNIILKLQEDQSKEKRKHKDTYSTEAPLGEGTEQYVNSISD
# Starred values were filed as active, the others as inactive; x = not tested or not shown.
SMILES,MPTP inh,hIAP act,PfGluPho inh,SENP1 FRET inh,ATG4B inh,NR3A LBD binder,SENP8 block,SENP6 inh
CCN(CC)CCOc1ncnc2c1oc1ccccc12,2.9,0.89,-9,2,-11,0,4,-14
Cc1nc2c(c(=O)c3ccccc3n2C)c(=O)n1-c1ccc(F)cc1,1.0,1.5,41,-1,-8,-1,3,-8
Cc1[nH]nc2c1C1(CCN(C(=O)c3ccccc3)CC1)C(C#N)=C(N)O2,-0.2,0.99,5,1,-12,-3,18,-10
CCOCCCNC(=O)N[C@@H](C)C(=O)OC,-0.3,0.84,-4,2,5,0,6,1
CCOc1ccc(-c2c(C(=O)N/N=C/c3ccc(OC(C)C)cc3)nnn2-c2nonc2N)cc1,0.0,0.91,11,0,-6,11*,-205,2
C/C(=N\NC(=O)C1CC1c1ccccc1)c1cccc([N+](=O)[O-])c1 (configuration not stated),0.5,0.76,-33,1,-1,-2,29,-10
C/C(=N/NC(=O)c1ccc(-c2ccccc2)cc1)c1cccc(O)c1,0.0,0.97,9,0,-15,-1,0,3
CCn1c(COc2ccc3ccccc3c2C)nnc1SCC(=O)Nc1cccc(C(=O)O)c1,-0.7,1.4,-12,2,3,0,3,2
CC(=O)Nc1nc(-c2ccccc2)nc(-c2ccccc2OC(C)=O)n1,3.7,0.95,8,3,1,-1,6,-2
COc1cc(NC(=O)CSc2nncn2C)cc(OC)c1OC,-0.7,0.9,-7,2,6,-1,11,5
C1CCCCCC(NCCN2CCNCC2)CCCCC1,-4.3,1.1,0,0,11,0,19,-2
CC1Cc2ccccc2N1C(=O)CNc1ccccc1N1CCCCC1 (configuration not stated),9.4,0.94,18,1,1,0,12,-10
O=[N+]([O-])c1ccc(O)c(C=Nc2ccc3nc(-c4ccccc4)[nH]c3c2)c1,6.5,1.1,25,-21,42*,0,-362,71*
O=C(CCN=C1NS(=O)(=O)c2ccccc21)Nc1ccc(F)cc1Cl,-2.9,0.92,-1,-1,-7,-3,3,7
COc1cccc(CNc2ccc(N3CCC(C)CC3)cc2)c1OC,-2.7,1,48,-2,-2,-1,-121,-12
COCC(C)NC(=O)C1CC(=O)N(c2ccc(C)cc2)C1 (configuration not stated),-1.7,1.1,5,0,-5,1,22,-16
Cc1cc(C)nc(SCc2ccc3nonc3c2)n1,1.9,0.95,15,1,5,-1,1,-5
O=C(NCc1cccc(C(F)(F)F)c1)c1cccc(Cl)c1Cl,5.5,1.1,31,1,19,-2,7,23
CCOC(=O)c1c(N2CCCCC2)c2ccccc2[nH]c1=O,-0.6,1,-13,-1,-6,0,29,-10
COc1ccc(-n2nc3c(c2NC(=O)Cc2cccc(C)c2)CS(=O)C3)cc1 (configuration not stated),-0.7,1,-16,3,5,-1,-2,-2
COc1ccc(OCCOCCOc2ccc(C)cc2[N+](=O)[O-])cc1,0.3,1.1,28,-1,-7,-1,14,-4
CCOC(=O)c1c(C)[nH]c(C(=O)OCC(=O)NC2CCS(=O)(=O)C2)c1C (configuration not stated),-6.4,0.91,-2,0,-8,1,15,-7
O=C(CCc1nc2ccccc2c(=O)[nH]1)N1CCN(S(=O)(=O)c2ccccc2Br)CC1,-0.3,1.2,5,-9,-13,1,-11,-6
COc1cccc(CN2CCNC(=O)C2CC(=O)NCCCn2ccnc2)c1 (configuration not stated),0.6,0.96,-9,6,-2,-1,-27,-16
FC(F)(F)c1cccc(NC(=S)NCc2ccccc2)c1,106*,1.2,11,0,59*,3,13,-2

# Continued; it opens with the three that closed the last part.
SMILES,MPTP inh,hIAP act,PfGluPho inh,SENP1 FRET inh,ATG4B inh,NR3A LBD binder,SENP8 block,SENP6 inh
O=C(CCc1nc2ccccc2c(=O)[nH]1)N1CCN(S(=O)(=O)c2ccccc2Br)CC1,-0.3,1.2,5,-9,-13,1,-11,-6
COc1cccc(CN2CCNC(=O)C2CC(=O)NCCCn2ccnc2)c1 (configuration not stated),0.6,0.96,-9,6,-2,-1,-27,-16
FC(F)(F)c1cccc(NC(=S)NCc2ccccc2)c1,106*,1.2,11,0,59*,3,13,-2
N#CC(C#N)=C1C=C2C=C(N3CCCCCC3)CCC2CC1 (configuration not stated),12,x,-19,-25,-173,-9,-2,x
COc1cccc(/C=C2\SC(=O)N(CC(=O)NC3C=CS(=O)(=O)C3)C2=O)c1 (configuration not stated),0.8,0.97,-5,1,-5,-1,-88,-15
O=C(Nc1cc(Cl)ccc1Cl)C1CC(=O)N(c2ccc(Br)cc2)C1 (configuration not stated),35,1.1,-9,-2,9,-3,23,-18
CCOC(=O)/C(C#N)=C1/C=Cc2ccccc2N1CC,-0.3,0.97,19,0,0,0,41*,-8
CC(C)C1(C)C(=O)N=C2c3ccccc3C(=O)N21 (configuration not stated),-1.6,0.88,1,-1,-5,2,-4,-11
Cc1ccc2oc(Nc3nc(-c4ccccc4)cc(=O)[nH]3)nc2c1,x,1.5,-22,x,-10,-4,x,5
Cc1ccc2nc3c(cc(C#N)c(=O)n3-c3nccs3)c(=O)n2c1,0.4,0.97,8,-23,-11,0,-290,-10
COc1cc2c(cc1OC)C(C)N(C(=S)Nc1ccccc1)CC2 (configuration not stated),-0.3,0.99,0,-1,-7,-1,-11,10
Oc1oc(-c2ccccc2)nc1C=NCc1ccccc1,1.3,0.88,5,4,4,-11,9,-27
O=C(c1ccccc1Cl)N1CCC(O)(c2cccnc2)CC1,0.4,1,-5,0,-11,0,3,-11
CCCC[C@@H]1C=C(C(=O)O)[C@H](c2ccc3c(c2)OCO3)N1S(=O)(=O)c1ccc(C)cc1,1.4,0.96,-2,-15,9,0,6,19
COc1ccc(S(=O)(=O)N(C)CC(=O)N2CCCCC2)cc1Cl,0.7,1.2,-8,0,3,-3,13,-12
CCn1c(C)c2c(C)nnc(C)c2c1C,1.4,0.91,5,-5,-9,0,-190,-23
CC(C)NC(=O)Nc1ccc2c(c1)C(=O)N([C@H](C)CO)C[C@H](C)[C@@H](CN(C)S(=O)(=O)c1cccs1)O2,1.7,0.98,6,2,-7,0,0,-16
CCOC(=O)c1ccc(NC(=O)N2CCN(CCc3ccccc3)CC2)cc1,-2.0,1.2,-3,1,0,0,14,-5
CSc1ccccc1-c1nnc(-c2ccc(Cl)cc2Cl)o1,3.3,1,21,1,0,-1,-497,-17
Cc1sc2ncn(CC(=O)NCCCN3CC(C)CC(C)C3)c(=O)c2c1S(=O)(=O)N1CC(C)CC(C)C1 (configuration not stated),-0.6,1,2,-2,1,0,15,-23
Cc1sc2nc(SCC(=O)N3CCOCC3)[nH]c(=O)c2c1-c1ccccc1,-0.5,1.2,-14,-6,-3,-2,0,5
CCOC(=O)CSc1nc2cc(OC)ccc2cc1C#N,0.3,0.84,-15,-12,-3,2,-126,2
CC(C)(C)OC(=O)C[C@@H]1C/C=C\C[C@H](CC(=O)N[C@H](CO)Cc2ccccc2)C(=O)N[C@H](C(C)(C)C)COC1=O,0.9,1.1,-3,1,2,2,14,-16
COC(=O)c1[nH]c2cc(OC)ccc2c1NC(=O)CCN1CCCCC1,-3.4,0.98,6,0,3,-6,-100,-1
CCCCNC(=O)CN1C(=O)c2cccc(N)c2C1=O,-0.5,x,17,-36,-10,0,-449,x
COCC(C)n1c(SCC(=O)Nc2cccnc2Cl)nc2ccccc2c1=O (configuration not stated),-0.1,x,-2,0,x,x,9,x
O=C(Nc1nc(-c2ccc3ccccc3c2)cs1)c1ccc(N2C(=O)CCC2=O)cc1,0.1,1,4,-2,-10,2,-132,-3
CN(C)C(=O)c1ccc(NC(=O)c2ccccc2-c2ccccc2)cc1,-0.2,1.2,-5,0,-1,-1,4,17

# Ordered by the number under SENP6 inh (largest number first): 3 from the list above
SMILES	MPTP inh	hIAP act	PfGluPho inh	SENP1 FRET inh	ATG4B inh	NR3A LBD binder	SENP6 inh
CC(C)C1(C)C(=O)N=C2c3ccccc3C(=O)N21 (configuration not stated)	-1.6	0.88	1	-1	-5	2	-11
CC(C)(C)OC(=O)C[C@@H]1C/C=C\C[C@H](CC(=O)N[C@H](CO)Cc2ccccc2)C(=O)N[C@H](C(C)(C)C)COC1=O	0.9	1.1	-3	1	2	2	-16
CSc1ccccc1-c1nnc(-c2ccc(Cl)cc2Cl)o1	3.3	1	21	1	0	-1	-17

# Carrying on.
SMILES,MPTP inh,hIAP act,PfGluPho inh,SENP1 FRET inh,ATG4B inh,NR3A LBD binder,SENP8 block,SENP6 inh
COc1ccccc1-c1cc(C(=O)Nc2cccnc2Cl)no1,-1.1,0.98,-19,1,-5,1,-38,-3
Clc1ccccc1NCSC1=NCCS1,0.5,x,-7,2,-2,2,6,x
CCOc1ccc(/C=N/NC(=S)NC2CC3C=CC2C3)cc1 (configuration not stated),4.7,1,14,2,-5,-7,-4,-3
CC/C(=C(\c1ccc(O)cc1)c1ccc(OCCN(C)C)cc1)c1ccccc1,103*,0.88,4,0,9,-1,9,-22
CCOc1cccc(C(=O)Nc2nccs2)c1,-2.9,1,7,0,-12,1,0,-3
CN1C(=O)C(c2nnc(Nc3cccc4ccccc34)s2)C2CC1(C)Oc1ccccc12 (configuration not stated),-22,x,4,3,89*,-10,-31,x
Cc1ccc(NCC(=O)N/N=C/c2cc3ccccc3nc2Cl)cc1,1.7,0.89,10,-31,-11,-4,-52,5
c1ccc(-c2cn(-c3ccccc3)c3[n+]2CCS3)cc1,-3.7,1.1,-3,1,-4,-1,1,-8
CN(C)S(=O)(=O)N1CCN(c2ccccc2)CC1,-1.0,1.1,-12,-1,-6,-1,16,-1
Cc1ccc(-n2nc(C)c3c2OC(N)=C(C#N)C3c2ccc(F)cc2)cc1 (configuration not stated),3.2,1.2,-11,1,5,-4,17,-4
S=c1[nH]nc(-c2ccco2)n1/N=C/c1ccccc1Cl,1.3,0.86,14,1,-4,1,26,-12
O=C(Nc1ccccc1C(=O)OCn1nnc2ccccc2c1=O)c1ccco1,-0.1,0.87,15,-1,-6,5,-58,-27
COc1cccc(NC(=O)CCCN2C(=O)C3CC=CCC3C2=O)c1 (configuration not stated),0.6,1.1,2,-1,-4,-4,6,2
Cc1ccc(NC(=O)CSc2ncc(-c3ccccc3)n2C(=O)c2ccccc2)cc1,7.5,0.99,2,2,0,-4,7,1
CCc1ccc(S(=O)(=O)/N=C2\C=C(NS(=O)(=O)c3ccccc3)C(=O)c3ccccc32)cc1,13,0.64,24,1,-1,2,70*,5
CCCNC(=O)COC(=O)c1ccc(S(=O)(=O)N2CCCC2)cc1,-0.3,0.93,-1,5,-9,0,8,-1
N#Cc1ccc(NC(=O)Cn2cnc(S(=O)(=O)N3CCCC3)c2)cc1,-0.9,0.72,1,1,5,0,17,-7
COc1ccccc1-c1cn[nH]c1-c1ccc(OCc2ccc(F)cc2)cc1O,8.2,1.5,4,2,5,7,18,-8
O=C(O)c1cc(Nc2cc(Cl)c3nonc3c2[N+](=O)[O-])ccc1O,0.6,0.99,20,2,-3,-3,26,-24
CC1CC(=O)Nc2ccccc2N1C(=O)CN1CCN(c2ccccc2)CC1 (configuration not stated),-0.3,1.2,-1,4,-6,-1,12,5
CCOc1ccc(NC(=O)c2ccc(F)c(S(=O)(=O)N3CCCC3)c2)cc1,1.1,x,8,3,x,x,14,x
O=C(c1cc2ccccc2o1)N1CCN(c2cccc(Cl)c2)CC1,-0.8,1.1,9,0,-5,0,-1,-12

# Part of the list above, with values under each structure:
# Values run as follows: MPTP inh	hIAP act	PfGluPho inh	SENP1 FRET inh	ATG4B inh	NR3A LBD binder	SENP8 block	SENP6 inh
S=c1[nH]nc(-c2ccco2)n1/N=C/c1ccccc1Cl
 : 1.3	0.86	14	1	-4	1	26	-12
O=C(Nc1ccccc1C(=O)OCn1nnc2ccccc2c1=O)c1ccco1
 : -0.1	0.87	15	-1	-6	5	-58	-27
COc1cccc(NC(=O)CCCN2C(=O)C3CC=CCC3C2=O)c1 (configuration not stated)
 : 0.6	1.1	2	-1	-4	-4	6	2
